S1P4 ag: activates the human S1P4 receptor | S1P4-expressing cell line, agonist reporter assay | O95977 | AID 1509 | 220,000 compounds, 0.35% hits | activation, % at 4.98 µM; in the data active = activation above about 11%;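 note: 0% = DMSO vehicle and 100% = reference agonist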
NPY2 pot ag: human NPY-Y2 potentiation or agonism, primary screen. cells expressing NPY-Y2, potentiator/agonist read-out. activation, % at 3.6 µM. 220,000 compounds, 0.45% hits; in the data active = activation above about 27%;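 note: cells stimulated with NPY near EC25 plus isoproterenol at EC100; 0% = vehicle plus submaximal agonist and 100% = vehicle plus saturating agonist; some results beyond the cut were filed as inactive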
NPY Y1 blocker: antagonists of human neuropeptide Y receptor Y1 | P25929 | AID 1040 | 200,000 compounds, 1% hits | inhibition, % at 3.6 µM | HEK293-CNG Y1 cells, membrane potential fluorescence; NPY at EC95, then isoproterenol;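 active = inhibition above the campaign mean inhibition of all tested compounds plus 3 SD, cut at about 20% in these data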;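 note: 0% = DMSO wells given NPY plus isoproterenol and 100% = isoproterenol alone without NPY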
Target sequence (P25929 whole entry, looked up): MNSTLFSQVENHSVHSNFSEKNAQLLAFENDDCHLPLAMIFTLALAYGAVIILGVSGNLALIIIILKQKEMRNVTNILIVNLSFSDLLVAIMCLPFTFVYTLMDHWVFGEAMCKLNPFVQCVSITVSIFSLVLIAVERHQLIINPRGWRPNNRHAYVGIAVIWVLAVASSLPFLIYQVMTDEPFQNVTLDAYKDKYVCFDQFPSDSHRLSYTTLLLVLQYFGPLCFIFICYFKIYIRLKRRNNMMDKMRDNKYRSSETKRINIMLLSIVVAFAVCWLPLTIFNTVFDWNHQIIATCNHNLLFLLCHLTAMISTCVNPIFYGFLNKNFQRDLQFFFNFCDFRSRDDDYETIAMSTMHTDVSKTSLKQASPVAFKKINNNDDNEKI
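Material: Y1- and CNG-channel-expressing HEK293 cells / Probe or stimulus: NPY 25 nM then isoproterenol 1 µM plus Ro 20-1724 25 µM / Doses: 3.6 µM single dose, DMSO 0.4% / Schedule: compound incubation 1 h at room temperature, readout 45 min post-stimulation / Signal: membrane potential fluorescence / Benchmarks: isoproterenol-only wells as full block versus NPY-plus-isoproterenol wells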
p47phox inh: p47phox (human) inhibition; P14598; p47phox/p22phox peptide binding, fluorescence polarization, 2 h; inhibition, % at 24.7 µM; 220,000 compounds, 0.53% hits; AID 1274;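 active = inhibition above about 30%, limit read from the data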;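 note: 0% = p47phox with labelled peptide and 100% = labelled peptide alone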
Target sequence (P14598 whole entry, looked up): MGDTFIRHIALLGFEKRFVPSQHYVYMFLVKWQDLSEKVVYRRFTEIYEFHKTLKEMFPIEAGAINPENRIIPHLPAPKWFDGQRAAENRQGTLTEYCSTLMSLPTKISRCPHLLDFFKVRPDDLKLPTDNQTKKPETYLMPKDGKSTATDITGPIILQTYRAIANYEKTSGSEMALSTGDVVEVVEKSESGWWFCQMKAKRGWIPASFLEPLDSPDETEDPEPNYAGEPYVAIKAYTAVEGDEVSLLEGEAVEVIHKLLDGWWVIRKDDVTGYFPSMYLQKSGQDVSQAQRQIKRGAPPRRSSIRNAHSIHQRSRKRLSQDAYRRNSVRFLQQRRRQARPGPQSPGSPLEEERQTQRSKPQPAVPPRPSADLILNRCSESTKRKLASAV
NPY-Y1 PAM-ag: human NPY-Y1 potentiation or agonism, primary screen. NPY-Y1 expressing cells, potentiator/agonist activation. P25929. AID 1304. 220,000 compounds, 0.37% hits. activation, % at 3.6 µM; in the data active = activation above about 33%, passing the limit was not always enough;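 note: cells stimulated with NPY at EC10 then isoproterenol at EC100; 0% = low agonist plus stimulus and 100% = saturating agonist plus stimulus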
CHOP inh: CHOP inhibition in unfolded protein response; inhibition, % at 10 µM; CHO-K1 CHOP-promoter luciferase, tunicamycin-induced, 15-18 h; 220,000 compounds, 3.8% hits; AID 2732;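 active = compounds that reduced the stress-induced luciferase reporter signal by more than about 70% of percent inhibition, limit read from the data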;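 note: 0% = tunicamycin plus vehicle and 100% = wells without tunicamycin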
S1P4 antag: blocks the human S1P4 receptor | inhibition, % at 4.98 µM | AID 1510 | 220,000 compounds, 0.26% hits | S1P4-expressing cells, antagonist mode, reporter read-out; in the data active = inhibition above about 29%;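 note: 0% = wells stimulated with agonist and 100% = vehicle wells without agonist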
Ba/F3 V617F tox: loss of viability in JAK2V617F-driven Ba/F3 cells. inhibition, % at 5.6 µM. 220,000 compounds, 1.1% hits. Ba/F3 EpoR-JAK2V617F viability, ATP luminescence;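 active = inhibition above the campaign mean plus 3 SD over all tested compounds, cut at about 24% in these data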;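 note: cytokine-independent growth of Ba/F3 cells driven by EpoR plus mutant JAK2; 0% = DMSO-treated cells and 100% = JAK inhibitor I control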
BaF3 tox: counter-screen for JAK2V617F inhibitors: parental Ba/F3 viability inhibitors. inhibition, % at 5.6 µM. 220,000 compounds, 1.1% hits. CellTiter-Glo ATP luminescence;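 active = inhibition above a per-campaign cutoff, the mean inhibition of all tested compounds plus 3 SD, cut at about 27% in these data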;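 note: 0% = DMSO wells and 100% = JAK Inhibitor I control wells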
Starred values were filed as active, the others as inactive.

`CCCc1cc(C(=O)OC)c(NC(=O)CCCC(=O)O)s1` gave S1P4 ag 0.3, NPY2 pot ag -14, NPY Y1 blocker 2, p47phox inh 10, NPY-Y1 PAM-ag -1, CHOP inh 9, S1P4 antag -6, Ba/F3 V617F tox 6 and BaF3 tox 7.
Screening Cn1ccnc1Sc1nnnn1-c1ccccc1 returned S1P4 ag 1.1, NPY2 pot ag 19, NPY Y1 blocker -2, p47phox inh -6, NPY-Y1 PAM-ag 13, CHOP inh 32, S1P4 antag -22, Ba/F3 V617F tox -1 and BaF3 tox 7.
Cc1sc(NC(=O)Cn2cnnn2)nc1-c1ccc(Cl)cc1 was read as S1P4 ag 1.0, NPY2 pot ag 22, NPY Y1 blocker 1, p47phox inh -6, NPY-Y1 PAM-ag 9, CHOP inh 9, S1P4 antag -5, Ba/F3 V617F tox 5 and BaF3 tox 7.
`NC1=NC(=O)C2(COC(c3ccncc3)OC2)S1` (stereo not given) gave S1P4 ag -1.1, NPY2 pot ag -9, NPY Y1 blocker -4, p47phox inh -1, NPY-Y1 PAM-ag 2, CHOP inh 8, S1P4 antag 6, Ba/F3 V617F tox -1 and BaF3 tox 3.
Screening COc1cccc(CN2CCNC(=O)C2CC(=O)NC2Cc3ccccc3C2)c1 (stereo not given) returned S1P4 ag 1.9, NPY2 pot ag -13, NPY Y1 blocker 3, p47phox inh 3, NPY-Y1 PAM-ag -3, CHOP inh -7, S1P4 antag -17, Ba/F3 V617F tox -2 and BaF3 tox 1.
Cc1c(C(=O)NCc2ccc3c(c2)OCO3)oc2ccc(Br)cc12 was read as S1P4 ag 1.3, NPY2 pot ag -24, NPY Y1 blocker 9, p47phox inh -46, NPY-Y1 PAM-ag -30, CHOP inh 18, S1P4 antag -4, Ba/F3 V617F tox -5 and BaF3 tox 0.
`O=C(CC(Nc1ccccc1)c1ccccc1)C1CC1` (stereo not given) gave S1P4 ag 1.2, NPY2 pot ag 5, p47phox inh -11, NPY-Y1 PAM-ag 11, CHOP inh -8, S1P4 antag -8, Ba/F3 V617F tox 1 and BaF3 tox 2.
Cc1ccc(OCc2ccc(C(=O)O)o2)c([N+](=O)[O-])c1 was read as S1P4 ag 1.7, NPY2 pot ag -3, NPY Y1 blocker 5, p47phox inh -15, NPY-Y1 PAM-ag -16, CHOP inh -2, S1P4 antag -17, Ba/F3 V617F tox -1 and BaF3 tox 6.
O=C1CCc2cc(S(=O)(=O)N3CCN(c4ccccc4F)CC3)ccc2N1 was read as S1P4 ag -2.2, NPY2 pot ag 9, NPY Y1 blocker -2, p47phox inh -16, NPY-Y1 PAM-ag 23, CHOP inh 18, S1P4 antag -7, Ba/F3 V617F tox 0 and BaF3 tox 7.
For O=c1c([N+](=O)[O-])cccn1Cc1ccccc1Cl the results were S1P4 ag 0.7, NPY2 pot ag -2, NPY Y1 blocker 3, p47phox inh 7, NPY-Y1 PAM-ag 3, CHOP inh 8, S1P4 antag -2, Ba/F3 V617F tox -1 and BaF3 tox 0.
Screening CC(C)C(c1nnnn1Cc1ccco1)N1CCN(c2cccc(Cl)c2)CC1 (stereo not given) returned S1P4 ag -1.1, NPY2 pot ag 9, NPY Y1 blocker 16, p47phox inh -2, NPY-Y1 PAM-ag -2, CHOP inh 12, S1P4 antag 8, Ba/F3 V617F tox 0 and BaF3 tox 6.
Screening Cc1ccc(S(=O)(=O)N2CCCN(c3nc4cc(C)ccc4cc3C#N)CC2)cc1 returned S1P4 ag 2.0, NPY2 pot ag -10, NPY Y1 blocker 5, p47phox inh -75, NPY-Y1 PAM-ag -9, CHOP inh -1, S1P4 antag -13, Ba/F3 V617F tox -2 and BaF3 tox -1.
Screening COc1ccc(-c2[nH]nc3oc(=O)c(CCO)c(C)c23)cc1 returned S1P4 ag -0.9, NPY2 pot ag -4, NPY Y1 blocker -5, p47phox inh -9, NPY-Y1 PAM-ag -10, CHOP inh 14, S1P4 antag 12, Ba/F3 V617F tox 0 and BaF3 tox 7.
`COc1ccc(-n2c(SCC#N)nnc2-c2ccc(NS(=O)(=O)c3ccc(C)cc3)cc2)cc1` gave S1P4 ag -1.2, NPY2 pot ag 20, NPY Y1 blocker -5, p47phox inh -13, NPY-Y1 PAM-ag 8, CHOP inh 15, S1P4 antag 10, Ba/F3 V617F tox 2 and BaF3 tox 8.
Screening O=C(C(=O)N1CCOCC1)c1c[nH]c2ccccc12 returned S1P4 ag -1.2, NPY2 pot ag -9, NPY Y1 blocker 0, p47phox inh 0, NPY-Y1 PAM-ag -11, CHOP inh 2, S1P4 antag -2, Ba/F3 V617F tox 1 and BaF3 tox 6.
For Cc1nc2c(ccc3nc(NC(=O)Cc4ccccc4)sc32)s1 the results were S1P4 ag 0.9, NPY2 pot ag -3, NPY Y1 blocker -1, p47phox inh -15, NPY-Y1 PAM-ag -15, CHOP inh 23, S1P4 antag 10, Ba/F3 V617F tox 6 and BaF3 tox 10.
`COC(=O)c1ccc(C(=O)OC)c(NS(C)(=O)=O)c1` gave S1P4 ag -1.3, NPY2 pot ag 6, NPY Y1 blocker -2, p47phox inh -6, NPY-Y1 PAM-ag -20, CHOP inh 4, S1P4 antag -18, Ba/F3 V617F tox -6 and BaF3 tox 1.
Screening CCC(=O)N1CCc2cc(Br)cc(S(=O)(=O)NCCN3CCCCC3CC)c21 (stereo not given) returned S1P4 ag 1.9, NPY2 pot ag 1, NPY Y1 blocker 2, p47phox inh -21, NPY-Y1 PAM-ag -15, CHOP inh 0, S1P4 antag -15, Ba/F3 V617F tox -5 and BaF3 tox 0.
Nc1nnnn1/N=C/c1cccs1 was read as S1P4 ag -0.3, NPY2 pot ag -9, NPY Y1 blocker 3, p47phox inh -4, NPY-Y1 PAM-ag -10, CHOP inh 5, S1P4 antag 7, Ba/F3 V617F tox 2 and BaF3 tox 3.
`CC(C)Sc1n[nH]c(=O)n1-c1ccccc1` gave S1P4 ag 1.0, NPY2 pot ag 9, p47phox inh -3, NPY-Y1 PAM-ag 3, CHOP inh 3, S1P4 antag 7, Ba/F3 V617F tox -4 and BaF3 tox 0.
COc1ccc(Cl)cc1N(CC(=O)N1CCN(Cc2ccccc2)CC1)S(C)(=O)=O was read as S1P4 ag 2.5, NPY2 pot ag -4, NPY Y1 blocker -1, p47phox inh -8, NPY-Y1 PAM-ag 7, CHOP inh 8, S1P4 antag -9, Ba/F3 V617F tox 0 and BaF3 tox 5.
Screening CC(=O)NCC(=O)NC1(C(=O)NC2CCCC2)CCCCC1 returned S1P4 ag 0.3, NPY2 pot ag -1, NPY Y1 blocker -3, p47phox inh -8, NPY-Y1 PAM-ag -2, CHOP inh 12, S1P4 antag -8, Ba/F3 V617F tox 2 and BaF3 tox 7.
Screening COc1cc(C)c(Cl)cc1S(=O)(=O)NCCCN1CCOCC1 returned S1P4 ag -0.9, NPY2 pot ag 7, NPY Y1 blocker -4, p47phox inh -5, NPY-Y1 PAM-ag 11, CHOP inh 29, S1P4 antag 6, Ba/F3 V617F tox -4 and BaF3 tox -1.
Screening Cc1csc(NC(=O)Cc2nn(C)c(=O)c3ccccc23)n1 returned S1P4 ag -0.2, NPY2 pot ag -1, NPY Y1 blocker -9, p47phox inh -3, NPY-Y1 PAM-ag 9, CHOP inh 60, S1P4 antag -5, Ba/F3 V617F tox -1 and BaF3 tox 6.

Random excerpt: 2 records from the list.
Screening Cc1ccc(S(=O)(=O)N2CCCN(c3nc4cc(C)ccc4cc3C#N)CC2)cc1 returned S1P4 ag 2.0, NPY2 pot ag -10, NPY Y1 blocker 5, p47phox inh -75, NPY-Y1 PAM-ag -9, CHOP inh -1, S1P4 antag -13, Ba/F3 V617F tox -2 and BaF3 tox -1.
For Cc1nc2c(ccc3nc(NC(=O)Cc4ccccc4)sc32)s1 the results were S1P4 ag 0.9, NPY2 pot ag -3, NPY Y1 blocker -1, p47phox inh -15, NPY-Y1 PAM-ag -15, CHOP inh 23, S1P4 antag 10, Ba/F3 V617F tox 6 and BaF3 tox 10.

Following part
`CCNc1nc(Cl)nc(NNC(=O)C(C)Oc2ccccc2)n1` (stereo not given) gave S1P4 ag 1.1, NPY2 pot ag -5, NPY Y1 blocker -6, p47phox inh -7, NPY-Y1 PAM-ag 27, CHOP inh 2, S1P4 antag -13, Ba/F3 V617F tox 0 and BaF3 tox 2.
CCOc1cc(N2CCOCC2)c(OCC)cc1NC(=O)c1ccccc1C was read as S1P4 ag 1.5, NPY2 pot ag -6, NPY Y1 blocker 0, p47phox inh -5, NPY-Y1 PAM-ag -3, CHOP inh 21, S1P4 antag -5, Ba/F3 V617F tox 0 and BaF3 tox 9.
Screening CC(CCc1ccccc1)NC(=O)c1cccnc1 (stereo not given) returned S1P4 ag 0.0, NPY2 pot ag 0, NPY Y1 blocker 0, p47phox inh -8, NPY-Y1 PAM-ag -18, CHOP inh -6, S1P4 antag -13, Ba/F3 V617F tox -4 and BaF3 tox 2.
For Cc1cc(C)c(C#N)c(Cl)n1 the results were S1P4 ag -3.7, NPY2 pot ag -13, NPY Y1 blocker -4, p47phox inh -7, NPY-Y1 PAM-ag 2, CHOP inh -1, S1P4 antag 2, Ba/F3 V617F tox 7 and BaF3 tox 11.
Screening O=C(Nc1cccc(NC(=S)NC(=O)c2cccs2)c1)c1ccccc1 returned S1P4 ag 1.6, NPY2 pot ag -8, NPY Y1 blocker 3, p47phox inh -13, NPY-Y1 PAM-ag 8, CHOP inh -10, S1P4 antag -4, Ba/F3 V617F tox -2 and BaF3 tox 3.
`O=C(NCc1ccc2c(c1)OCO2)C1CCN(S(=O)(=O)N2CCOCC2)CC1` gave S1P4 ag -0.3, NPY2 pot ag -11, NPY Y1 blocker 1, p47phox inh -5, NPY-Y1 PAM-ag -9, CHOP inh 5, S1P4 antag 5, Ba/F3 V617F tox 2 and BaF3 tox 6.
`COc1ccc(CCNC(=O)COc2ccc(S(=O)(=O)NC3CCCCC3)cc2Cl)cc1` gave S1P4 ag 1.3, NPY2 pot ag 9, NPY Y1 blocker -1, p47phox inh 3, NPY-Y1 PAM-ag 9, CHOP inh 59, S1P4 antag -1, Ba/F3 V617F tox 1 and BaF3 tox 4.
For Cc1c(C(=O)NCc2ccc3c(c2)OCO3)oc2ccc(S(=O)(=O)N3CCCCC3)cc12 the results were S1P4 ag 1.4, NPY2 pot ag 3, NPY Y1 blocker -2, p47phox inh -2, NPY-Y1 PAM-ag 8, CHOP inh 31, S1P4 antag 1, Ba/F3 V617F tox 2 and BaF3 tox 8.
`CC1CCCN(C(=O)Nc2ccc(Br)cc2Cl)C1` (stereo not given) gave S1P4 ag 0.0, NPY2 pot ag 1, NPY Y1 blocker 3, p47phox inh 13, NPY-Y1 PAM-ag 7, CHOP inh -23, S1P4 antag -9, Ba/F3 V617F tox 2 and BaF3 tox 8.
Screening Cc1ccc(Cn2nnnc2CN2CCC(O)(c3cccnc3)CC2)cc1 returned S1P4 ag -1.3, NPY2 pot ag -2, NPY Y1 blocker 2, p47phox inh -5, NPY-Y1 PAM-ag 16, CHOP inh 6, S1P4 antag -7, Ba/F3 V617F tox -3 and BaF3 tox -4.
For CCNC(=S)N1CCC(NC(=O)c2ccco2)CC1 the results were S1P4 ag -0.4, NPY2 pot ag -2, NPY Y1 blocker -3, p47phox inh -4, NPY-Y1 PAM-ag 3, CHOP inh 5, S1P4 antag -12, Ba/F3 V617F tox 0 and BaF3 tox 7.

Assay outcomes from PubChem.
